SR-BI DiI inh = mouse SR-BI HDL lipid transfer inhibition; Q61009; hit rate 0.96% among 320,000; AID 488896; inhibition, % at 12.5 µM; ldlA[mSR-BI] CHO cells, DiI-HDL uptake fluorescence, 3 h;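 active = mean replicate inhibition of at least 70% and a set share of replicates each scoring 70 or more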;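 also: 0% = median of neutral control wells and 100% = median of positive control wells; values of inactives mirror those of a sister screen read the other way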
Target sequence (Q61009 whole entry, looked up): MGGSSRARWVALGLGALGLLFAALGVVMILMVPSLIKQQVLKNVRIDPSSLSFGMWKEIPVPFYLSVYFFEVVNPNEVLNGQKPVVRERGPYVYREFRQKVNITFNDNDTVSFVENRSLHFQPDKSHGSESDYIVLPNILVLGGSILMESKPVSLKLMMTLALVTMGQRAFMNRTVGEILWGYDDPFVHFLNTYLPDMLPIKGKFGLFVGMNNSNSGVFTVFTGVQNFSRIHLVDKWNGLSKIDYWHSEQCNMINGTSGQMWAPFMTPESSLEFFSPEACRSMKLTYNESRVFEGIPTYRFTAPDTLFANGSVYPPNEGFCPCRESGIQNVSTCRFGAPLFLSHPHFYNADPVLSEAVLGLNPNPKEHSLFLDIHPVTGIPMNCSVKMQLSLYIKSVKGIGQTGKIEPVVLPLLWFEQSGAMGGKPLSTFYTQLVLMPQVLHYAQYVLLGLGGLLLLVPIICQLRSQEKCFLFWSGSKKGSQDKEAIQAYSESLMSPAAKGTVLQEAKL
Wnt act = activators of Wnt/beta-catenin signaling. hit rate 1.2% among 300,000. activation, % at 9.35 µM. Wnt/beta-catenin reporter cell assay, activator, plate reader; in the data active = activation above about 30%, passing the limit was not always enough;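 also: 0% = neutral control wells and 100% = positive control wells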
CAL PDZ FP-1 = blocks peptide binding to human CAL PDZ domain | Q9HD26 | AID 504414 | purified CAL PDZ, TMR-peptide fluorescence polarization, 1 h | inhibition, % at 20 µM | hit rate 0.02% among 330,000;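 active = highest replicate inhibition of at least 40%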;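 also: plate controls were DMSO neutral control wells for no effect and unlabeled competitor peptide control wells for full effect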
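material = purified tagged CAL PDZ domain construct (CerCALP) | compound dosing = 20 µM, one dose | times = 1 h at RT | measured by = fluorescence polarization from S- and P-plane intensities, G-factor corrected | read-out = inhibition from polarization loss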
phage Ecoli inh = E. coli growth loss with phage present; inhibition, % at 11.9 µM; growth absorbance; hit rate 0.26% among 360,000; in the data active = inhibition above about 11%
SR-BI DiI-HDL act = enhances SR-BI lipid uptake from DiI-HDL | CHO ldlA[mSR-BI] cells, DiI-HDL uptake fluorescence, 3 h; 100 = double the neutral-control signal | activation, % at 12.5 µM | hit rate 0.096% among 320,000 | AID 504775;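 active = mean replicate activation of at least 60% and every replicate at or above 60%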;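 also: 0% = median plate neutral-control signal and 100% = twice that signal; values of inactives mirror those of a sister screen read the other way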
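Material: SR-BI-overexpressing, LDLR-lacking CHO cells | Dosing: Single compound concentration, delivered by pin transfer | Probe or stimulus: Labelled HDL, 10 µg/mL | Signal: Bottom-read cell fluorescence after medium removal, ex 550/em 595 nm | Schedule: 3 h, 37 °C | Evaluation: HDL uptake via cellular fluorescence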
CAL PDZ FP-2 = CAL PDZ (human) peptide binding inhibition | inhibition, % at 24.9 µM | AID 602252 | purified CAL PDZ, TMR-peptide fluorescence polarization, 1 h | hit rate 0.92% among 300,000 | Q9HD26;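 active = mean inhibition of at least 30% with at least half of replicates also reaching 30%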;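 also: 0% = DMSO neutral control and 100% = excess unlabeled competitor peptide PRC23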
MITF TRPM1 HTS = increases MITF-driven TRPM1 promoter luciferase signal; SK-MEL-5 TRPM1-promoter luciferase, 24 h; % of positive control, neutral wells = 0; activation, % at 12.5 µM; hit rate 0.75% among 300,000; AID 588334;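 active = mean activation of at least 80% with every replicate also reaching 80%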;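 also: 0% = neutral control wells and 100% = parthenolide positive control wells; values of inactives mirror those of a sister screen read the other way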
AddAB inh = less growth of phage-infected E. coli with AddAB; inhibition, % at 11.9 µM; E. coli expressing H. pylori AddAB, absorbance growth; hit rate 0.29% among 330,000; in the data active = inhibition above about 12%;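 also: 0% = vehicle wells of infected cells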
Tat transport = E. coli Tat transport inhibition; AID 488895; inhibition, % at 10 µM; hit rate 0.036% among 340,000; E. coli MC4100 TorA-mCherry Tat export, fluorescence;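 active = mean replicate inhibition at least 50% and at least half of replicates individually reaching 50%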;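 also: exported cargo escapes ClpAP degradation while cytoplasmic cargo is degraded and loses fluorescence; 0% = median of neutral control wells and 100% = median of NaSCN control wells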
Ecoli viability = bacterial growth inhibition, counter-screen for AddAB inhibitors; E. coli V3065 growth, OD600 absorbance, 18 h; inhibition, % at 11.9 µM; hit rate 0.27% among 330,000; AID 449728;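 active = inhibition above the campaign's mean inhibition across all tested compounds plus 3 SD, cut at about 9.9% in these data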;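 also: uninfected addAB+ strain grown without phage in ampicillin broth; 0% = DMSO wells and 100% = ciprofloxacin 0.95 µg/ml wells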
* = called active by the depositor; / = no result given. Compounds as they come; 3.6% or so of the library scored in one or more.

The opening 2 entries, to show the layout:
SMILES	SR-BI DiI inh	Wnt act	CAL PDZ FP-1	phage Ecoli inh	SR-BI DiI-HDL act	CAL PDZ FP-2	MITF TRPM1 HTS	AddAB inh	Tat transport	Ecoli viability
CC(=O)Nc1ccc(NC(=O)c2c(C)c(-c3ccccc3)nc3ccccc23)cc1	7	1	-0.6	2.7	-7	-3	10	1.4	-6	1.9
Cc1cccc(N2CCN(C(=O)c3ccc4c(c3)CCN4S(C)(=O)=O)CC2)c1C	17	-1	-2.9	-0.6	-17	-4	-19	5.0	12	-2.7

All compounds of this part, from the start:
SMILES	SR-BI DiI inh	Wnt act	CAL PDZ FP-1	phage Ecoli inh	SR-BI DiI-HDL act	CAL PDZ FP-2	MITF TRPM1 HTS	AddAB inh	Tat transport	Ecoli viability
CC(=O)Nc1ccc(NC(=O)c2c(C)c(-c3ccccc3)nc3ccccc23)cc1	7	1	-0.6	2.7	-7	-3	10	1.4	-6	1.9
Cc1cccc(N2CCN(C(=O)c3ccc4c(c3)CCN4S(C)(=O)=O)CC2)c1C	17	-1	-2.9	-0.6	-17	-4	-19	5.0	12	-2.7
O=C(NC(Cc1ccc(O)cc1)C(=O)N=Nc1c(O)[nH]c2ccccc12)c1ccccc1 (centres undefined)	-18	4	-0.2	1.7	18	-2	-1	/	1	/
CCCCn1c(N)c(N(CC)C(=O)C2CCN(C(=O)c3ccccc3C)CC2)c(=O)[nH]c1=O	-11	0	-1.4	6.0	11	-3	2	0.3	3	-0.5
Cc1nc2ccccc2n2c(O)c(CC(=O)O)cc12	-9	/	0.9	-0.4	9	2	-2	1.1	-3	-1.6
CCCC(=O)c1ccc(N2CCN(C(=O)OCC)CC2)c(F)c1	-9	-4	0.1	1.4	9	-5	6	2.9	4	-2.1
O=[N+]([O-])c1cc2no[n+]([O-])c2cc1N1CCCCC1	-1	-1	1.2	0.9	1	-8	/	/	-22	/
C=C(C)CNc1cc(S(=O)(=O)N2CCOCC2)ccc1Oc1ccccc1	10	-6	-0.6	1.8	-10	1	2	3.5	-1	-2.4
COc1cc(C(C(=O)NC2CCCCC2)N(C(=O)c2cnccn2)c2ccccc2)cc(OC)c1OC (centres undefined)	/	-1	-3.2	1.3	/	0	-2	/	5	/
Cc1cccc2sc(N(CCCN(C)C)C(=O)c3ccc(C(=O)c4ccccc4)cc3)nc12	3	-3	-3.1	2.4	-3	5	6	0.9	12	-0.6
Cc1ccc(CN2CCN(CCC(C)C)C(CCO)C2)s1 (centres undefined)	-22	-2	-2.7	6.7	22	-5	-6	-1.2	9	-1.5
Cc1ccc(C(C(=O)NC2CCCC2)N(Cc2cccs2)C(=O)CNC(=O)c2cccs2)o1 (centres undefined)	6	-1	-4.3	0.5	-6	0	6	0.1	-1	-2.2
C/C(=C\C(=O)c1ccc(Cl)s1)N(C)C	-18	0	-0.5	0.1	18	-2	-1	-0.9	2	0.1
CC(=O)N1CCc2cc(C(=O)CN3CCN(c4ccccn4)CC3)ccc21	5	16	-0.8	2.2	-5	-3	15	1.6	2	0.0
COc1cccc(Cn2cccc(NC(=O)NC3CCCCC3)c2=O)c1	-2	-6	/	1.1	2	-4	-8	0.3	-3	0.1
Cc1cccc(C(=O)NCC(=O)OCc2nc(N)nc(Nc3ccccc3C)n2)c1	-25	1	-0.1	1.5	25	-3	-5	2.5	-1	-1.5
O=C(Nc1ccc(Cl)cc1)[C@@H]1[C@@H]2C(=O)N(c3ccc4ccccc4c3)C(=O)[C@@H]2[C@H]2C=CC=NN21	76*	0	-2.4	0.5	-76	/	/	2.0	18	-1.2
Cc1nn(CCC#N)c(NC(=O)c2ccc(Cl)cc2)c1P(=O)(Nc1ccc([N+](=O)[O-])cc1)N1CCOCC1 (centres undefined)	-29	/	-1.3	1.0	29	-3	/	4.8	7	1.0
CCOc1ccc(NC(=O)CN2C(=O)C3CCCN3C2=O)cc1 (centres undefined)	-11	1	-0.1	3.0	11	-7	10	2.9	2	-0.7
NS(=O)(=O)c1ccc(NC(=O)C2C3C=CC(C3)C2C(=O)O)cc1 (centres undefined)	-23	0	-0.5	3.6	23	1	-8	3.8	-4	1.7
O=C(COc1cc(Cl)c(Cl)cc1Cl)Nn1cnnc1	11	-8	-1.0	0.9	-11	/	/	2.9	-2	-1.1
COc1ccc(C(=O)Nc2ccccc2N2CCCC2)cc1S(=O)(=O)N1CCOCC1	45	-2	-2.1	-2.7	-45	-4	-4	0.6	-9	-0.6
CCC(=O)Nc1ccc(/C(C)=N/NC(=O)c2c(Br)c(C)nn2C)cc1	15	0	0.0	4.1	-15	3	4	2.2	1	2.0
CC(NC(=O)OC(C)(C)C)C(=O)NC(CCC(=O)OCc1ccccc1)C(N)=O (centres undefined)	-13	-2	-0.9	-0.6	13	3	-8	2.2	4	-0.6
COc1ccc(-c2noc(CSc3nc(N)c(-c4ccccc4)c(=O)[nH]3)n2)cc1OC	-11	/	-3.4	1.1	11	-2	1	2.4	3	3.0
Cc1cc(C)cc(N(C(=O)CNC(=O)c2ccco2)C(C(=O)NC2CCCC2)c2ccncc2)c1 (centres undefined)	-15	-1	0.2	-0.6	15	/	-5	1.8	-1	-1.4
Cc1ccc(NC(=O)COC(=O)CCC(=O)c2ccc(Cl)cc2)cc1S(=O)(=O)N(C)C	-26	1	-1.1	0.5	26	1	6	-0.9	15	-0.8
COc1ccccc1C1CC(c2ccco2)=NN1S(C)(=O)=O (centres undefined)	-16	-2	-2.3	1.4	16	2	-8	-2.1	-7	-2.5
COc1ccc(CCNS(=O)(=O)c2ccc3c(c2)oc(=O)n3C)cc1OC	-14	-1	-2.7	1.2	14	/	1	0.2	6	0.3
CCOc1ccc(CNC(=O)CCC(=O)N2Cc3ccccc3Oc3ncccc32)cc1	17	0	-1.8	1.1	-17	3	2	-0.5	1	-2.1
CNC(=O)c1sccc1SCc1c(Cl)cccc1Cl	17	/	-2.0	1.6	-17	-4	-12	-1.1	-5	2.9
O=C(Nc1ccccc1)C1=C[C@H](c2ccc(C(F)(F)F)cc2)C[C@H](OCc2ccc(CO)cc2)O1	/	0	/	2.3	/	/	/	3.4	/	-1.0
CCCCN(C(=S)NC(=O)c1ccccc1)c1c(N)n(Cc2ccccc2)c(=O)[nH]c1=O	-39	6	0.1	1.2	39	0	-9	2.6	-2	-0.3
CC(=O)Nc1ccc(S(=O)(=O)N2CCC(Oc3ccc(-n4cnnn4)cc3)CC2)cc1	-12	-3	-3.2	2.2	12	-2	-11	2.4	-6	-2.2
Cc1ccc(S(=O)(=O)N(CC(=O)N2CCC(C)CC2)Cc2ccccc2F)cc1	3	/	-2.4	-0.9	-3	/	20	-0.6	6	-1.3
COc1ccc(NC(=O)CC2C(=O)N(c3cccc(OC)c3)C(=O)N2Cc2ccco2)cc1 (centres undefined)	5	-2	-0.5	1.8	-5	/	-4	-2.4	8	-2.1
CCCNC(=O)NC(=O)CN1C(=O)NC(C)(c2ccc3ccccc3c2)C1=O (centres undefined)	26	-2	-2.3	-0.8	-26	-1	2	-0.4	-1	-1.5
Cc1cccnc1	-6	-4	-1.6	1.2	6	-2	6	2.9	-2	3.0
O=C(NCCc1ccccc1)C1CCC(CNc2nc(=S)[nH]c3ccccc23)CC1 (centres undefined)	-4	-3	-0.2	4.0	4	5	-13	0.9	1	-1.4
CCc1nn(CC(=O)N2CCN(c3ccc(F)cc3)CC2)c(=O)c2cc3occc3n12	-20	-1	-1.1	-0.2	20	5	-5	4.6	-2	-3.1
C/C(=N\NC(=O)CNc1ccccc1Cl)C(C)(C)C	-21	0	-1.5	3.3	21	-1	6	-0.5	0	-2.2
O=C(Nn1c(C2CCCCC2)nc2ccccc2c1=O)c1cc(Cl)ccc1[N+](=O)[O-]	-9	-4	0.4	2.0	9	-3	-1	0.4	9	-2.5
COc1cc(CN2CCCCCC2)cc([N+](=O)[O-])c1O	-16	-1	/	-2.0	16	-4	0	3.9	-10	-0.2
COc1cccc(NC(=O)COC(=O)c2c(C)noc2C)c1	-21	1	-1.1	-1.0	21	1	0	0.4	14	-1.6
Cc1ccc(Cn2nc3c4cc(F)ccc4n(Cc4ccc(F)cc4)cc-3c2=O)cc1	-10	2	-1.4	0.6	10	-3	-9	/	-8	/
COc1cc(-c2nnc(SCc3ccccc3Cl)o2)cc(OC)c1OC	25	/	-1.7	0.5	-25	-2	4	1.8	10	-1.6
CCOC(=O)c1ccc(NC(=O)c2cccc(S(=O)(=O)N3CCOCC3)c2)cc1	83*	-2	/	0.2	-83	-8	-52	-1.6	-7	-1.3
O=C(/C=C/c1ccccc1)Nc1cccc(C(=O)N2CCCC2)c1	/	12	-1.8	5.1	/	0	-3	/	3	/
Cc1ccc(CSC2=NCCN2C(=O)C2CC2)cc1	-9	-1	/	0.9	9	-1	23	0.1	-4	-3.7
C/C(=C\c1ccc(F)cc1)C(=O)c1c(C)cc(C)[nH]c1=O	-18	0	-0.4	1.4	18	4	-3	/	15	/
CC(=O)c1ccc(N2CCN(c3ncccn3)CC2)cc1	-5	15	0.2	-1.4	5	-15	53	-0.1	-5	-2.6
C=CCNC(=O)C(=O)NCC(c1ccc2c(c1)OCO2)N1CCN(c2ccc(F)cc2)CC1 (centres undefined)	-30	0	-1.6	-0.2	30	-5	-5	1.6	-2	-1.0
O=C(CCN1CCOCC1)N1c2ccccc2Sc2ccc(Cl)cc21	5	-1	0.0	1.2	-5	-2	-4	-0.2	-7	0.6
Nc1[nH]n2c(=O)c3c(nc2c1N=Nc1ccc(Cl)cc1)CCCC3	-14	/	0.6	-3.3	14	0	-6	-2.4	0	-3.8
CCOC(=O)N1CCC(N2C(=O)c3ccc(C(=O)NCCOC)cc3C2=O)CC1	-2	3	-0.9	1.2	2	0	-3	-0.2	5	-0.4
COc1cccc(CN(C)C(=O)c2ccccc2SCC(=O)N2CCCC2)c1	-17	1	-2.0	1.7	17	-2	8	-0.3	-3	-0.7
CCOC(=O)CN1C(=O)C(O)(CC(=O)c2ccccn2)c2ccccc21 (centres undefined)	3	2	-1.8	2.1	-3	/	-9	0.2	-6	-1.4
CN(C)Cc1ccccc1CCc1ccccc1	/	-2	/	0.5	/	/	/	0.2	/	-0.1
C=CCn1c(=O)c2c(nc3n2CCS3)n(C)c1=O	-10	-5	-2.1	1.2	10	-3	3	-1.8	-8	-1.7
O=c1sc2ccccc2n1Cc1ccccc1	0	2	-1.5	3.2	0	1	14	2.3	0	-0.2
CCc1c(C)nc(SCc2cccnc2)[nH]c1=O	-17	/	-0.3	/	17	/	10	3.0	-6	1.2
COc1ccc(S(=O)(=O)N2CCc3ccccc32)cc1C(=O)NC1(C)CCS(=O)(=O)C1 (centres undefined)	10	-1	-0.3	0.5	-10	-2	-8	2.4	-2	-0.5
COc1ccc(/C=N/NC(=O)CCCOc2ccc(Cl)cc2Cl)cc1	-5	0	-1.3	2.6	5	3	-2	-1.0	4	0.8
